SDO1 yeast rescue: restores growth of sdo1-depleted yeast; S. cerevisiae sdo1-depleted JHY4D growth rescue, OD600 30 h; stronger effect = higher value; pdr5 snq2 efflux-pump mutant strain; z-score at 10 µM; 140,000 tested, 0.21% active; AID 817;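 active = z-score above 3 at both the 24 hr and the 30 hr optical density reads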;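 also: z-score against mean and SD of all compound wells on the same plate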
Insulin prom inh: TRM-6 insulin promoter activity inhibition. inhibition, % at 2 µM. TRM-6 cells (human fetal islet line), insulin promoter-eGFP reporter, imaging; reporter expression induced with tamoxifen. 130,000 tested, 0.9% active;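 active = inhibition above the mean plus 3 SD, with well images judged a real hit on visual review, cut at about 60% in these data, passing the limit was not always enough; inconclusive = inhibition over the cutoff but images rejected on review; inactive = inhibition not above the cutoff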
SDO1 yeast rescue Rescue 24 h: second read-out of SDO1 yeast rescue, no call of its own (marks repeat the call); z-score; S. cerevisiae sdo1-depleted JHY4D growth rescue, OD600; measured here: growth rescue at 24 h;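 0 is the plate mean of compound wells and units are plate SD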
Starred values were filed as active, the others as inactive; ? = inconclusive; . = no result given; & = joins results of further samples; [ ] = another dose, or the depositor's remark. This is a subset, so the mix of outcomes need not match the whole.

SMILES	SDO1 yeast rescue	SDO1 yeast rescue Rescue 24 h	Insulin prom inh
c1ccc2c(CN3CCN(C4CCCCC4)CC3)c[nH]c2c1	-0.51	-0.52	.
Cc1cc(NC(=O)COC(=O)c2c(C)nn(Cc3ccccc3)c2Cl)no1	-1.3	-0.8	30
CCOP(=O)(OCC)C(NC(=O)c1ccccc1C)C(Cl)(Cl)Cl (centres undefined)	0.35	-0.32	.
CN1C(=O)C(=Cc2ccc(N3CCOCC3)c([N+](=O)[O-])c2)C(=O)N(C)C1=O	.	.	18
Cc1cc(/C=C2/C(=O)NC(=O)N(Cc3ccco3)C2=O)c(C)n1-c1ccccc1	0.26	-0.24	25
O=C1NC(=O)[C@]2(Cc3ccccc3N3CCN(c4ccccc4)CC32)C(=O)N1Cc1ccccc1 (some centres undefined)	-0.79	0.23	.
COc1ccc(C=O)cc1O	-0.12	-0.76	14
OC1CCCCC1N1CCC(c2ccccc2)CC1 (centres undefined)	-0.21	-0.75	-33
COc1ccc(-n2c(Cc3cccc([N+](=O)[O-])c3)nc3ccccc3c2=O)cc1	-0.83	-0.44	-3
O=c1[nH]c(=O)n(-c2cccc3ccccc23)c(O)c1C=NCc1ccc2c(c1)OCO2	-0.7	-1.1	17
COc1ccccc1OCCCn1cc(C(=O)c2ccco2)c2ccccc21	-1.4	0.73	-65
Cc1ccccc1-n1c(O)c(/C=C2/C(c3ccccc3)=Nc3ccccc32)c(=O)[nH]c1=O	-0.96	-0.74	.
COC(=O)C(O)(c1c[nH]c2ccccc12)C(F)(F)F (centres undefined)	0.27	-0.48	.
Cn1c(=O)cc(SCC(=O)N2CCC3(CC2)OCCO3)c2ccc(Cl)cc21	0.09	-0.54	?
CC(=O)N1CC(=O)Nc2ccc(Cl)cc2C1c1ccc(F)cc1 (centres undefined)	-0.77	-1.1	.
CC(Cc1ccccc1)[n+]1cc(/N=C(\N)[O-])on1 (centres undefined)	0.35	-0.31	7
O=C(O)C(O)(c1ccccc1)C1CCCC1 (centres undefined)	0.29	0.28	.
Cc1ccc(-c2nc3ccccc3c(=O)n2-c2ncccc2C)cc1	-0.7	-0.1	.
CCC(=NC1CCN(Cc2ccccc2)CC1)c1c(O)[nH]c(=O)[nH]c1=O	0.06	-0.1	15
O=C(Nc1ccc(OC(=O)N2CCCCC2)cc1)N1CCOCC1	.	.	31
CC(C)NS(=O)(=O)c1ccc(OCC(=O)N2CCN(Cc3ccccc3)CC2)cc1	.	.	-28
OC(CCNCCc1c[nH]c2ccccc12)C(F)(F)F (centres undefined)	.	.	9
Nc1c(C(=O)NC2CCCC2)c2nc3ccccc3nc2n1CC1CCCO1 (centres undefined)	-2	-0.93	.
COc1ccc(C2C(C#N)=C(N)Oc3c2c(=O)oc2ccccc32)cc1Cn1cc([N+](=O)[O-])cn1 (centres undefined)	0.96	0.91	.
CN1CC[C@@]23CCCC[C@@H]2[C@@H]1Cc1ccc(O)cc13	0.11	0.04	-5
CCCNS(=O)(=O)c1ccc(OCC(=O)N2CCN(Cc3ccc4c(c3)OCO4)CC2)cc1	0.45	0.09	16
CN(C)CP(=O)(Nc1ccccc1)N(C)C (centres undefined)	1.2	1.6	14
COc1ccc(Br)cc1CN1CCN(C(=O)Cc2ccccc2)CC1	-1.1	-1.1	14
COC(=O)C(O)(c1ccc(N(C)C(=O)c2cccs2)cc1)C(F)(F)F (centres undefined)	.	.	-79
C=CCn1c(O)c(C(CC)=Nc2ccccc2NC(C)=O)c(=O)[nH]c1=O	0.08	-0.75	-295
CC(C)N1CCN(Cc2cccc([N+](=O)[O-])c2)CC1	.	.	14
COCc1ccc(CN2CCCC(C(=O)c3sccc3C)C2)o1 (centres undefined)	.	.	-100
CCOc1cc(CNCCc2c[nH]c3ccccc23)cc(Cl)c1OCC	-1.4	-0.72	-36
c1ccc(CCN2CCC(N3CCN(c4ccccc4)CC3)CC2)cc1	-0.5	-0.32	22
CCN(CC)c1ccc(/C=C/[N+](=O)[O-])cc1	.	.	0
CN(C)c1ccc(/C=C2\CC3C4CC=C5CC(O)CCC5(C)C4CCC3(C)C2=O)cc1 (centres undefined)	1	0.59	-25
CCOc1ccc(-n2c(CC)nc3ccccc3c2=O)cc1	0.42	-0.31	.
Cc1ccccc1CN1CCN(c2ccc(Cl)cc2)CC1	-0.92	-1.7	-107
Cc1c2cnn(CC(=O)N3CCC4(CC3)OCCO4)c(=O)c2c(C)n1Cc1ccc(F)cc1	0.5	-0.14	38
O=C1CCCN1c1ccc(S(=O)(=O)O)cc1 (tested in a mixture with another compound)	0.76	-0.26	20
CC1(C)CC(n2[nH]c(=O)c3c2NC(=O)CSC3c2ccccc2)CCO1 (centres undefined)	0.93	1.9	43
CN(C)c1nc(OCCNC(=O)COc2ccc(Cl)cc2Cl)nc(N2CCCCC2)n1	-0.53	-0.6	-4
CC(C)(C)N(NC(=O)c1ccccc1)C(=O)c1ccccc1	1.1	1	-25
O=C1/C(=C\c2ccc([N+](=O)[O-])cc2)N2CCC1CC2	0.12	-0.44	40
Fc1ccc2c(c1)nnn2C1CCN(Cc2nnnn2CCc2ccccc2)CC1	-1.4	-1.1	-17
COc1ccc2c(c1OC)C(=O)OC2c1c(O)n(C2CCCCC2)c(=O)[nH]c1=O (centres undefined)	0.74	3.7	41
CN1CCC2(CC1)NC(=O)C1=C(CN(C)CC1)N2	0.14[13.7 µM]	-0.07	.
O=c1cccc2n1CC1CC2CN(S(=O)(=O)c2ccccc2)C1 (centres undefined)	1.4	1	-26
C[C@H]1CCC[C@H](O)CCCCCc2cc(O)cc(O)c2C(=O)O1	-0.03	0.03	.
O=C1NC(=O)N(Cc2ccco2)C(=O)/C1=C/c1cccn1CCOc1ccccc1Cl	-0.87	0.45	.
Next compounds
SMILES	SDO1 yeast rescue	SDO1 yeast rescue Rescue 24 h	Insulin prom inh
CCOP(=S)(OCC)N1CCOCCOCCN(P(=S)(OCC)OCC)CCOCCOCC1	.	.	28
CC(C)=CCSc1nnc([C@@H](N)Cc2c[nH]c3ccccc23)o1	-0.28	-0.59	19
CCOP(=O)(OCC)C(O)c1ccc(OC)c(OC)c1 (centres undefined)	1.7	2.1	-58
c1ccc(CC(NCc2ccco2)c2ccccc2)cc1 (centres undefined)	.	.	-183
CCc1ccc(C2=NN(CCC(=O)N3CCC4(CC3)OCCO4)C(=O)CC2)cc1	.	.	20
CCN(CC)c1ccc(N=Cc2c(O)n(Cc3ccccc3)c(=O)[nH]c2=O)cc1	0.07&0.37	0.63&1.2	-11&-64
CC(=O)N1CN2CN(C(C)=O)CC(C(=O)c3ccccc3)(C2)C1	0.38	-0.16	-16
Cc1sc2c(c1C)C(c1cccs1)=NCC(=O)N2CC(=O)NCc1cccs1	-0.8	-1	.
O=P(NCc1ccccc1)(Oc1ccccc1)Oc1ccccc1	-1.3	-1.2	.
O=C(Oc1ccc([N+](=O)[O-])cc1)N1CCC(N2CCCCC2)CC1	0	0.03	-20

Single values from the results shown.
Insulin prom inh with CCc1ccc(C2=NN(CCC(=O)N3CCC4(CC3)OCCO4)C(=O)CC2)cc1 stands at 20
Insulin prom inh with CC(=O)N1CN2CN(C(C)=O)CC(C(=O)c3ccccc3)(C2)C1 stands at -16
Insulin prom inh with c1ccc(CC(NCc2ccco2)c2ccccc2)cc1 (centres undefined) stands at -183
SDO1 yeast rescue with O=P(NCc1ccccc1)(Oc1ccccc1)Oc1ccccc1 stands at -1.3
Insulin prom inh with CCOP(=S)(OCC)N1CCOCCOCCN(P(=S)(OCC)OCC)CCOCCOCC1 stands at 28
SDO1 yeast rescue with CCN(CC)c1ccc(N=Cc2c(O)n(Cc3ccccc3)c(=O)[nH]c2=O)cc1 stands at 0.07&0.37

The listing picks up with the 4 entries that preceded the break.
SMILES	SDO1 yeast rescue	SDO1 yeast rescue Rescue 24 h	Insulin prom inh
CC(=O)N1CN2CN(C(C)=O)CC(C(=O)c3ccccc3)(C2)C1	0.38	-0.16	-16
Cc1sc2c(c1C)C(c1cccs1)=NCC(=O)N2CC(=O)NCc1cccs1	-0.8	-1	.
O=P(NCc1ccccc1)(Oc1ccccc1)Oc1ccccc1	-1.3	-1.2	.
O=C(Oc1ccc([N+](=O)[O-])cc1)N1CCC(N2CCCCC2)CC1	0	0.03	-20
CO[C@H]1[C@@H](OC)CC(OC2OC(CO)C(O)C(O)C2O)/C(=C\C#N)[C@@H]1O (some centres undefined)	0.9	0.68	5
CCOC(=O)c1ccc(N=Cc2c(O)n(-c3ccccc3F)c(=S)[nH]c2=O)cc1	0.84	-0.2	3
CC(=O)c1ccc(OC(NC(=O)Cc2ccccc2)C(Cl)(Cl)Cl)cc1 (centres undefined)	-0.18	-0.37	-6
O=C(NC1CONC1=O)OCC(Cl)(Cl)Cl (centres undefined)	0.5	0.45	46
COc1ccc2[nH]cc(CCN)c2c1	-0.4	-1.4	41
CC12CN3CC(C)(CN(C1)C3c1ccncc1)C2=O (centres undefined)	0.35	0.23	.
CCCCCCOc1ccc(CN2CCN(CCO)CC2)cc1	-1.4	-0.46	-50
COc1ccc(C2N(c3cc(C)on3)C(=O)C3CCCN32)cc1 (centres undefined)	.	.	6
CCc1ccc2nc(N3CCC(C(=O)N4CCC5(CC4)OCCO5)CC3)sc2c1	.	.	-14
CCOP(=O)(OCC)C(NC(=O)c1ccc(C)cc1)C(Cl)(Cl)Cl (centres undefined)	-0.67	-2.3	-38
Cc1cc(=O)n(-c2ccccc2)n1-c1ccccc1	0.81	0.28	26
CCOC(=O)C1CCCCC12C(C#N)=C(N)Oc1n[nH]c(C)c12 (centres undefined)	0.69	0.55	-26
CN1CCc2nc3sc(C(=O)NC(C)(C)C)c(N)c3cc2C1	0.29	0.22	-31
CCn1c(O)c(C=NCCc2c[nH]c3ccccc23)c(=O)[nH]c1=O	1.1	1.1	-22
C=CC1CN2CCC1CC2[C@@H](OC(=O)c1ccc(OC)cc1)c1ccnc2ccccc12 (some centres undefined)	-0.79	-0.1	-34
CCc1ccc(N2C(=O)NC(=O)/C(=C/c3cccn3CCOc3ccc(C(C)CC)cc3)C2=O)cc1 (centres undefined)	-0.06	-0.96	.
Cc1c(N=Cc2c(O)n(CCc3ccc(F)cc3)c(=O)[nH]c2=O)c(=O)n(-c2ccccc2)n1C	0.33	0.15	-400
CN1CCN(c2ccc(C=O)cc2)CC1	0.04	0.33	-25
CCOP(=O)(OCC)C(C)(C)NC(=O)C(Cl)(Cl)Cl	-0.11	-0.93	21
CCCCCn1c(=O)c(C(=O)Nc2c(C)n(C)n(-c3ccccc3)c2=O)c(O)c2ccccc21	-2.2	-1.6	7
CC(C)=CCOc1c2occc2cc2ccc(=O)oc12	-0.71	0.06	5
Cc1ccc(C(=O)Nc2ccc(Cl)cc2C(=O)c2ccccc2)cc1	.	.	-113
CNP(=S)(NC)OCCOc1ccc(OC)cc1	0.25	0.17	13
CCOc1ccc2[nH]c(=O)c(CN(CCO)C3(c4nnnn4C4CCCCC4)CCCCC3)cc2c1	1.8	2	.
O=C(c1cc2ccccc2oc1=O)N1CCC2(CC1)OCCO2	1.6	0.88	-192
CC(C)OCCCNC(=O)c1c(N)n(Cc2cccs2)c2nc3ccccc3nc12	-2.1	-1.8	.
C=CCn1c(O)c(C=NCCN2CCNCC2)c(=O)[nH]c1=O	0.62	0.26	14
O=c1c2ccccc2nc(-c2ccoc2)n1-c1ccccc1	-0.33	-0.83	29
CC(C)OC(=O)c1c(N)n(CC2CCCO2)c2nc3ccccc3nc12 (centres undefined)	-0.7	-0.55	24
O=C(O)C1C2CCC(O2)C1C(=O)NC1CCCCC1 (centres undefined)	0.51	0.6	3
CCOP(=O)(CN(CC)CCNP(=O)(OCC)OCC)OCC	1.2	0.43	-33
Cc1c2cnn(CC(=O)N3CCC4(CC3)OCCO4)c(=O)c2c(C)n1Cc1ccccc1F	0.46	0.27	-84
CCc1nc2ccccc2c(=O)n1-c1ccccc1[N+](=O)[O-]	0.47	0.55	.
O=[N+]([O-])[N-][n+]1cnn(Cc2ccc(Cl)cc2)c1	.	.	-141
Cn1c(=O)cc(OCC(=O)N2CCN(Cc3ccc4c(c3)OCO4)CC2)c2ccccc21	0	-0.5	-26
CCOP(=O)(OCC)C(NC(C)=O)C(Cl)(Cl)Cl (centres undefined)	0.77	0.7	-14
CC1(C)CC(n2[nH]c(=O)c3c2NC(=O)CSC3c2ccc(F)cc2)CCO1 (centres undefined)	0.6	0.62	.
Cc1cccc(CN2CCCC(C(=O)c3ccc4c(c3)OCO4)C2)n1 (centres undefined)	.	.	-11
COc1ccc(S(=O)(=O)Cc2ccc(C(=O)N3CCC4(CC3)OCCO4)o2)cc1	0.46	0.78	.
Fc1ccc(NC2=NCCS2)cc1Cl	0.28	-0.76	?
Clc1cccc(Cl)c1CN1CCN(c2ccccc2)CC1	-0.02	0.1	-9
CCOP(=O)(OCC)C(CC)N1CCOCC1 (centres undefined)	1.3	1.2	38
COC(=O)CC1(CC(=O)OC)C(=O)NC(=O)NC1=O	0.02	-0.24	.
O=C(O)c1cccc2c1NC(C(=O)O)C1CC(Sc3ccccc3[N+](=O)[O-])C(Cl)C21 (centres undefined)	0.75	0.4	7
O/N=C1/C(=C\c2ccccc2)N2CCC1CC2	-0.35	-0.4	.
Cc1cc(OC(=O)CCCNC(=O)OC(C)(C)C)c2c3c(c(=O)oc2c1)CCC3	-0.88	-0.72	-14
O=P(CN1CCN(c2ccccc2)CC1)(N1CCCCC1)N1CCCCC1	-1	-0.05	.
CC(C)NCC(O)c1ccc(C2CCCC2)cc1 (centres undefined)	0.33	-0.21	-37
CCCCn1c(NS(=O)(=O)c2ccc(C)cc2)c(C(=O)OCC)c2nc3ccccc3nc21	-1.2	-0.84	-25
C[N+]12CCC(CC1)C(C(O)(c1ccccc1)c1cccs1)C2 (centres undefined)	0.56	0.37	0
CCC(CC)C1C(C#N)=C(N)Oc2c1c(=O)oc1ccccc21 (centres undefined)	-1.2	-0.99	72

Source: PubChem (several laboratories)
